KDM5B inh = KDM5B demethylase inhibition; Q9UGL1; hit rate 2.6% among 220,000; Potency, µM (top dose mostly 57.7 µM), for the others: at the highest dose activity change, negative = inhibition, actives largely listed as inhibitors; KDM5B demethylase, FDH-coupled NADH fluorescence (FDH is formaldehyde dehydrogenase); active means well fitted inhibition curve with a large enough effect; inconclusive means small, poorly fitted or top-dose-only effect; inactive means no such curve, though single readings can be large or run the other way; further: 0% is about no effect; nearly all actives have a fitted effect of over 70% in size
Target sequence (Q9UGL1 whole entry, looked up): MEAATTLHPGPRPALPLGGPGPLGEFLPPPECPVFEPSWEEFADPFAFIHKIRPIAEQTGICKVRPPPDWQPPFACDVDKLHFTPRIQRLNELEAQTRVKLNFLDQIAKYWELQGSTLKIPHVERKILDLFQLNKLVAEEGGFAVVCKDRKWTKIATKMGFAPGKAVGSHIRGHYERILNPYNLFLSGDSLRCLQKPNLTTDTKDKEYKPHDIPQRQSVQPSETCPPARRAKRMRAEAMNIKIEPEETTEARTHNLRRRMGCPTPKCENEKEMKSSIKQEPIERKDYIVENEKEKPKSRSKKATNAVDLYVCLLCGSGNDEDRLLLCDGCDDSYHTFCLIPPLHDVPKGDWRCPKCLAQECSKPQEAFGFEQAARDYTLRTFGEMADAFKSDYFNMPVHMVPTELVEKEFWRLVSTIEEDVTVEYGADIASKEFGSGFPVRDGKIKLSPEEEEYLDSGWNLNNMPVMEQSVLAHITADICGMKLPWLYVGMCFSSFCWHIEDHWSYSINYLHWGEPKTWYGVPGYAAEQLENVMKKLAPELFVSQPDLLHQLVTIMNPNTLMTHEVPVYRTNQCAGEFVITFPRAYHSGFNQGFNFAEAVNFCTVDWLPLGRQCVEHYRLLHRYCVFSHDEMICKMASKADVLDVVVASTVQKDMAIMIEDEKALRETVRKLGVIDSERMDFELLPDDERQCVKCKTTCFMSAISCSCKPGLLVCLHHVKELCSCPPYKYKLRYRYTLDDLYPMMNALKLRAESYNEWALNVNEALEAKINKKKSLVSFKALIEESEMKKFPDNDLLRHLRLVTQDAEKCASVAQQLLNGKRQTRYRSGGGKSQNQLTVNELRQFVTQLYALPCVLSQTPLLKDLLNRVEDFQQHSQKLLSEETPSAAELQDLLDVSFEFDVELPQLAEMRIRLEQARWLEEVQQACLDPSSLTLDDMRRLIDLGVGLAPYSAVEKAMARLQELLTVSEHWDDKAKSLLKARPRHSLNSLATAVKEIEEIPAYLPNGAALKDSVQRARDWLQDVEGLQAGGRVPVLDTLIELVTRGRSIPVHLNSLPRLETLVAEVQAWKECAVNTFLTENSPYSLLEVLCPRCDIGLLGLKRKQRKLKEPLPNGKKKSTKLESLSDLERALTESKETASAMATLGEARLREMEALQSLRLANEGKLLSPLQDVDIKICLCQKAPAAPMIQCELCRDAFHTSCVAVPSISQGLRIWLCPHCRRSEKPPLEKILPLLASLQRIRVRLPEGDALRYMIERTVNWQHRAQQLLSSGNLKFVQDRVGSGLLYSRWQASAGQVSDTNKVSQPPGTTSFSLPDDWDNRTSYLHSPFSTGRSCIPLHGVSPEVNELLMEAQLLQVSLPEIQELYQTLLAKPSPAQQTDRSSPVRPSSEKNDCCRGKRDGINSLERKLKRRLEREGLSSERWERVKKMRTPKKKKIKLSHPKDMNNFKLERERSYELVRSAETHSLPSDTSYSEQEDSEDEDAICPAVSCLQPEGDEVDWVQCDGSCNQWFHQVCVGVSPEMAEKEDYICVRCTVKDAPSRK
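Coupled FDH/NAD⁺ fluorescence readout. KDM5BΔAP 200 nM final; compound titration, 10 min RT preincubation; substrate mix 12.5 µM H3K4me3, 25 µM 2-OG, 50 µM Fe(II), 100 µM ascorbate, 0.25 mM NAD⁺, 0.25 U/mL FDH; ΔRFU over 30 min.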
* hit, by the source's call; u = inconclusive; [ ] = dose if it differs, or a comment. Potency means the concentration at half of the fitted maximal effect.

SMILES	KDM5B inh
O=C(CSc1n[nH]c(-c2ccccc2Cl)n1)NCCCc1ccccc1	-25.9%
COc1ccc(-c2noc([C@H](C)O)c2C(=O)NC2CCC2)cc1	-20.7%[86.2 µM]
Cc1ccc(-c2nc(C(=O)NCc3cccc(C)c3)no2)cc1	-4.5%
Cc1ccc(NC(=O)Nc2ccc(C)n(CC(=O)N3CCC(C)CC3)c2=O)cc1	u
COc1ccc(-c2cc3nc4c(c(=O)n3[nH]2)CCN(C(=O)COc2ccccc2C)C4)cc1	31.6µM*
O=C(c1ccc(F)cc1)n1nc(-c2ccccc2)nc1NCc1ccc(F)cc1	-5.2%
CCC(C)(C)c1ccc(Oc2ccc(NC(=O)/C=C/c3ccc(Cl)cc3Cl)cc2)cc1	-15.6%
COc1ccc(-c2ccccc2NC(=O)C2CCCN2S(C)(=O)=O)cc1 (stereo not given)	-1.5%
CCOC(=O)c1c(C)oc(NC(=O)c2cc(-c3ccc(OC)cc3)on2)c1C#N	-6.2%
CCN1CCN(c2nc(Nc3ccccc3F)nc(N)c2[N+](=O)[O-])CC1	-24.3%
COc1ccc(NS(=O)(=O)c2cccc(C(=O)OCC(=O)c3c(N)n(C)c(=O)n(C)c3=O)c2)cc1	10.7%
Cc1ccc(NC(=O)CCNS(=O)(=O)c2ccc3c(c2)CCN3C(=O)C2CC2)c(Cl)c1	-10.5%
Cc1c(Cl)ccc2sc(N3CCN(C(=O)C4CC4)CC3)nc12	-8.1%
Cc1cccc(C)c1-n1nnnc1Sc1nnnn1-c1ccccc1	-9.4%
Cc1ccc(C(=O)OC(C)C(=O)Nc2ccc3c(c2)OCO3)c(O)c1 (stereo not given)	17.4%
CC(Oc1ccccc1)C(=O)N1CC(Oc2cccc(-c3nc(-c4ccccc4)no3)c2)C1 (stereo not given)	22.4µM*
Cc1sc(-n2cccc2)c(C(C)NC(=O)Nc2ccccc2Cl)c1C (stereo not given)	u
COc1cccc(-c2cc(C3CCN(C(=O)Nc4cccc(SC)c4)CC3)[nH]n2)c1	-26.9%
O=C(Nc1ccc(F)cc1Cl)C1Cc2ccccc2N1C(=O)c1ccccc1 (stereo not given)	-10.8%
Cc1ccc(-c2noc(CN(C(=O)c3ccc(C(C)(C)C)cc3)C(C)C)n2)cc1	-27.6%

Continued, overlapping the part above by two compounds.
SMILES	KDM5B inh
O=C(Nc1ccc(F)cc1Cl)C1Cc2ccccc2N1C(=O)c1ccccc1 (stereo not given)	-10.8%
Cc1ccc(-c2noc(CN(C(=O)c3ccc(C(C)(C)C)cc3)C(C)C)n2)cc1	-27.6%
Cc1cc(C)cc(C(=O)N2CC(c3nnc(-c4ccncc4)o3)C3(CCOCC3)C2)c1 (stereo not given)	9.8%
CCc1ccccc1NC(=O)Cn1c(=O)n(-c2ccc(C)cc2)c(=O)c2c1c1cc(C)ccc1n2C	u
COc1ncccc1-c1cnc2[nH]cc(CC(=O)NC3CCOCC3)c2c1	u
CC(C)CSc1nnc(-c2c[nH]c3ccccc23)n1C1CC1	-13.5%
CCOc1ccc(NC(=O)c2ccc(OCC3CCCO3)cc2)cc1S(=O)(=O)N(CC)CC (stereo not given)	33.0%[activator]
COc1ccccc1N(CC(=O)NCCSCc1ccccc1)S(=O)(=O)c1ccc(C)cc1	-9.9%
CC(=O)NC1CC2(CCN(C(=O)C3CCN(C)CC3)CC2)c2ccccc21 (stereo not given)	13.4%[115 µM]
CC1CCN(C(=O)CSc2nnc(-c3cccs3)o2)CC1	-17.1%
CC(C)N1C[C@H](O)C[C@H]1c1nnc2n1CCN(C(=O)c1cnccn1)CC2	u
CCOc1ccc(NC(=O)CN(C)C(=O)C2CCN(c3ncnc4sc(C)c(C)c34)CC2)cc1OCC	-34.6%
COc1ccc(SC(C)C(=O)NCc2ccnc(N3CCOCC3)c2)cc1 (stereo not given)	u
Cc1nc2c(c(-c3ccc(O)cc3)n1)CN(Cc1ccc(OC(F)(F)F)cc1)CC2	-22.6%
O=C1c2cnc(-c3ccccc3)nc2OCCN1Cc1ccc(F)cc1F	-14.6%[86.2 µM]
Cc1noc([C@@H]2CN(Cc3ccc(Cl)cc3F)C[C@H]2CO)n1	-28.1%
CC(C)(C)N(Cc1cn(Cc2ccccc2)nn1)S(=O)(=O)c1ccccc1Br	19.0%
CC(C)OC(=O)c1ccc(NC(=O)Cn2nc3c(cc2=O)CCCCC3)cc1	-16.1%
Cc1noc([C@@H]2CC(F)(F)CN2C(=O)c2cc(C)on2)n1	35.5%[activator]
CCCNC(=S)Nc1ccc(F)cc1F	-8.4%
O=C(CCc1ccccc1)NCC1CCCO1 (stereo not given)	-6.4%
CCn1c(SCC(=O)N2CCc3ccccc32)nnc1C(C)NC(=O)c1ccccc1F (stereo not given)	11.1%
CCN(CC)C(CNC(=O)c1n[nH]c(=O)c2ccccc12)c1ccccc1 (stereo not given)	u
O=C1NC(=NC2CCCC2)C2(CCCN(Cc3ccccc3)C2)N1c1cc(F)cc(F)c1 (stereo not given)	12.8%[115 µM]
CC(C)c1ccc(NC(=O)CN2CCN(C(=O)c3cccs3)CC2)cc1	17.7%
Cc1cccc(CNC(=O)CS(=O)(=O)c2cccc3nsnc23)c1	-10.4%
Cc1cccc(NC(=O)CSc2nc3c(oc4ccccc43)c(=O)n2-c2ccc(F)cc2)c1	u
COC(=O)C(NC(=O)N1CCC(c2cc(-c3cccc(OC)c3)n[nH]2)CC1)c1ccccc1 (stereo not given)	-2.9%
Cn1cnc2c1c(=O)n(CCCSCc1c(F)cccc1Cl)c(=O)n2C	-2.0%
c1cc(-c2nnc([C@H]3CCN(CC4CC4)C3)o2)ccn1	-33.8%[115 µM]
C/C(=N/NC(=O)CNC(=O)c1cccnc1)c1ccc(Cl)cc1	-4.9%
O=C(NCC(F)(F)F)C1CCN(C(=O)/C=C/c2ccccc2)CC1	19.6%
CSc1nn(Cc2ccc(F)cc2)c(N)c1S(=O)(=O)c1ccc(Cl)cc1	-13.8%
Cc1ccc(C)c(NC(=O)Cn2nc3c(cc2=O)CCCCC3)c1	-2.2%
O=C(CC12CC3CC(CC(Br)(C3)C1)C2)OCc1cc([N+](=O)[O-])cc2c1OCOC2	18.5%
Cc1ccc(Cc2c(C)c(C#N)c3[nH]c4ccccc4n3c2=O)cc1	u
O=C(CN1CCN(c2cnn(-c3ccccc3)c(=O)c2Cl)CC1)Nc1ccc2c(c1)CCC2	4.5%
N#CC1=C(N)n2ncnc2NC1c1ccc(Br)cc1 (stereo not given)	-26.1%
Cc1ccc(-c2cc3c(=O)n(CCNC(=O)Cc4ccccc4Cl)ccn3n2)cc1C	u
Cc1c(-c2ccccc2)nc2ccccc2c1-c1ccccc1	22.5%
COc1cc2c(cc1OC)/C(=C/C(=O)c1ccccc1)NCC2	-24.7%
Cc1ncc(-c2ccc(S(=O)(=O)Nc3ccc(C)c(Cl)c3)cc2)o1	11.3%
CNC(=O)Nc1ccc(C)n(CC(=O)NCc2ccccc2C)c1=O	u
Cc1cc(OC(C)C(=O)Nc2c(C(=O)c3ccc(F)cc3)oc3ccccc23)ccc1Cl (stereo not given)	-3.8%
CCOc1ccc(-c2nc(S(=O)(=O)c3ccc(F)cc3)c(NC)o2)cc1	13.1%
COc1ccccc1CNC(=O)c1ncoc1-c1cccs1	u
CCN1CCC(NC(=O)C23CC4CC(CC(C4)C2)C3)CC1	-1.2%
COc1ccc(CNC(=O)Cn2c(-c3ccccc3)nc(C)c(CCO)c2=O)cc1	10.1%
CC(C)CNC(=O)[C@H]1N2C(=O)c3ccccc3C2SC1(C)C (stereo not given in full)	-11.7%
Cc1ccc(Cn2cc(CN3[C@@H](C)COc4cc(Br)ccc4S3(=O)=O)nn2)cc1	2.4%
NCCn1cc(C(=O)NCC(O)c2ccccc2C(F)(F)F)nn1 (stereo not given)	12.4%
COc1ccc(C(=O)N2CCN(c3cc(C(F)(F)F)ncn3)CC2)cc1	26.1%
COc1ccc(C)cc1NC(=O)Cn1c(=O)c(C(F)(F)F)nc2ccccc21	12.6%
CN(Cc1ccco1)C(=O)Cc1cccn1-c1ccc(F)cc1	u
CC(C)CC(=O)N1CCC2(CC1)CC(C(=O)N1CCOCC1)N(C)C2 (stereo not given)	u
CCCS(=O)(=O)N1C[C@@H](Oc2ccccc2)C[C@@H]1C(=O)N1CCOCC1	4.8%
Cc1cc(N2CCCCC2)nc2ccc(NC(=O)/C=C/c3ccc(OC(C)C)cc3)cc12	-10.0%
C=CCn1c(SCC(=O)Nc2nnc(C)s2)nnc1C1CC1	17.4%
CCN1C(=O)c2ccccc2Sc2ccc(NC(=O)Nc3ccc(Br)c(C)c3)cc21	-28.1%
COc1ccc(-c2c(C)c3ccc(OC(=O)C(C)C)cc3oc2=O)cc1OC	u
CC(=O)N[C@H]1CN(S(=O)(=O)c2ccc(C)c(F)c2)C[C@@H]1C(C)C	29.1%
Cc1ccc(NC(=O)N2CCC3(CC2)SCC(=O)N3Cc2ccco2)cc1Cl	-21.4%

(further entries)
SMILES	KDM5B inh
Cc1ccsc1C(=O)N1CCc2nnc([C@@H]3C[C@@H](O)CN3C(C)C)n2CC1	-12.9%
COc1ccc(-c2nc(C#N)c(NCc3ccccc3)o2)cc1	u
COc1ccccc1CCC(=O)N1c2ccccc2CC1c1nc(C2CC2)no1 (stereo not given)	u
COCCn1ncc(N2CCCC(CC(=O)NCc3ccc(F)cc3)C2)cc1=O (stereo not given)	-3.9%
O=C(Nc1oc2ccccc2c(=O)c1-c1ccccc1)c1ccccc1	11.9%
Cc1ccc(C(C)NC(=O)CC2(C(=O)O)CCCCC2)o1 (stereo not given)	1.2%
COCCN1CC2(CCCN(C(=O)c3cc(-c4ccsc4)n[nH]3)C2)CCC1=O (stereo not given)	37.4%
Cc1cccc(NC(=O)c2cc(-c3ccc[nH]3)n[nH]2)c1	u
O=C(c1ccc(Cl)s1)N1CCCC2(COc3ccccc3S(=O)(=O)N2)C1 (stereo not given)	-4.1%[115 µM]
O=C1COc2ccc(OCc3ccccc3)nc2CN1CCOc1ccccc1	134.7%[activator][86.2 µM]
O=C(Nc1ccc2ncnc(N3CCCCC3)c2c1)c1cccc(F)c1	0.5%
Cn1nc(OC(C)(C)C(=O)NCCc2ccccc2)c2cc(CN3CCCC3)ccc21	39.8µM*
CCc1cccc2c(-c3ccccc3)nc(SCC(=O)Nc3ccccc3OC)nc12	-3.1%
COc1cccc(C(=O)NCCC(C)C)c1	0.6%
O=C(NCCc1ccc2c(c1)OCCO2)c1ccc(NS(=O)(=O)c2ccc(Cl)s2)cc1	-14.6%
Cc1ccc(CN(C)C(=O)Cn2c(=O)c3c(ncn3C3CCCC3)n(Cc3ccccc3)c2=O)o1	-5.8%
O=C(Nc1cccc(C(F)(F)F)c1)N[C@H]1CO[C@H]2[C@@H]1OC[C@@H]2n1cc(-c2ccccc2)nn1	-15.5%
O=C(NC[C@H]1O[C@@H](CC(=O)N2CCN(c3ccccc3)CC2)[C@H](O)[C@@H]1O)c1ccccc1	4.5%
Cc1cccc(NC(=O)CC2CCCCN(C)C2=O)c1 (stereo not given)	18.3%
Cc1ccc2c(COC(=O)CNS(=O)(=O)c3ccc(C)c(C)c3)cc(=O)oc2c1	-5.1%
O=C(CCN(Cc1cccs1)CC1CCCO1)Nc1cccc2ccccc12 (stereo not given)	4.0%
CC(=O)N1CCc2cc(S(=O)(=O)NC(CC(C)C)C(=O)NCCc3ccc(C)cc3)ccc21 (stereo not given)	2.1%
O=C(NC1C[C@H]2CC[C@@H](C1)N2C(=O)C1CCCCC1)c1ccncc1 (stereo not given in full)	9.8%
Cc1ccccc1NC(=O)CSc1nc(C)c(C)o1	17.5%
Cc1ccc2[nH]c(CSc3nnc(NC(=O)COc4ccccc4)s3)cc(=O)c2c1	-0.4%
Cn1nccc1C(=O)N1CCC2(CC1)OC(=O)N(Cc1ccccc1)C2(C)c1ccccc1 (stereo not given)	-6.2%
O=S(=O)(c1cccnc1)N1CCC2(CC1)NCCc1c2[nH]c2ccccc12	-9.4%
CCCCNc1nc2ccccc2n1CC(=O)Nc1ccc2c(c1)OCCO2	3.3%
COc1ccc(N(CC(=O)N2CCN(c3cccc(C)c3C)CC2)S(=O)(=O)c2c(C)noc2C)cc1	-13.2%
Cc1ccc(S(=O)(=O)N2CCc3cc(C(=O)Nc4c(C)cccc4C(C)C)ccc32)cc1	-5.2%
Cc1ccc2nc(-c3cccc(NC(=O)c4cc([N+](=O)[O-])ccc4N4CCOCC4)c3)oc2c1	-14.0%
Cc1ccccc1NC(=O)CSc1cccs1	-7.7%
Cc1oc(-c2ccccc2F)nc1CS(=O)(=O)CC(=O)N1CCN(c2cccc(C(F)(F)F)c2)CC1	-25.5%
CCCc1noc(-c2cn(C3CCN(C(=O)c4ccc(F)c(F)c4)CC3)nn2)n1	-21.9%
COc1cccc(C(=O)Nc2c(C(=O)NC(C)(C)C)oc3ccccc23)c1	u
O=C(NCc1ccccc1Cl)C1CCN(C(=O)c2ncn3c2COC(c2ccc(F)cc2)C3)CC1 (stereo not given)	-1.3%

Three entries from above in a different format:
SMILES | KDM5B inh
Cc1ccc(S(=O)(=O)N2CCc3cc(C(=O)Nc4c(C)cccc4C(C)C)ccc32)cc1 | -5.2%
Cc1ccc2nc(-c3cccc(NC(=O)c4cc([N+](=O)[O-])ccc4N4CCOCC4)c3)oc2c1 | -14.0%
Cc1ccccc1NC(=O)CSc1cccs1 | -7.7%

No new results follow: entries from further up.
SMILES	KDM5B inh
Cc1oc(-c2ccccc2F)nc1CS(=O)(=O)CC(=O)N1CCN(c2cccc(C(F)(F)F)c2)CC1	-25.5%
CCCc1noc(-c2cn(C3CCN(C(=O)c4ccc(F)c(F)c4)CC3)nn2)n1	-21.9%
COc1cccc(C(=O)Nc2c(C(=O)NC(C)(C)C)oc3ccccc23)c1	u
O=C(NCc1ccccc1Cl)C1CCN(C(=O)c2ncn3c2COC(c2ccc(F)cc2)C3)CC1 (stereo not given)	-1.3%

Some of the compounds tested; count on the stated rates, not on these rows.
